# F508del corr: F508del CFTR correction, initial screen, CFBE line, single point. CFBE cells, YFP halide quenching; stimulated with forskolin plus potentiator P3; % fluorescence drop versus neutral controls. activity (quench increase), % at 7.58 µM. actives 0.36% (n = 350,000);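 active = mean added fluorescence quench of at least 8% versus neutral control, with both replicates also reaching 8%; inconclusive = only one of the mean or replicate conditions met; inactive = mean below 8% and not both replicates reaching 8%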;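 note: cells transiently co-express mutant CFTR-F508del with the halide-sensitive YFP; corrector assay measuring rescue of mutant channel to the surface after 24 h compound exposure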
# PAX8 reporter: inhibitors of PAX8-driven TPO luciferase reporter, primary screen, RMG-I cells, single concentration. AID 652154, 2013. actives 1.2% (n = 360,000). SteadyGlo, 24 h. inhibition, % at 12.6 µM;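 active = mean replicate inhibition at least 60% with every replicate also reaching 60%; inconclusive = only one of the two criteria is met; inactive = mean below 60% and not all replicates reaching 60%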;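 note: luciferase light reporting Pax8 driven TPO promoter activity; plate controls were median of neutral control wells for no effect and mitoxantrone controls for full effect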
# ARNT TACC3 PPI: disruptors of ARNT/TACC3 protein interaction, primary screen, biochemical, AlphaScreen, single concentration | Transforming acidic coiled-coil-containing protein 3 (Homo sapiens), Q9Y6A5 | inhibition, % at 9.99 µM | AlphaScreen His-ARNT PAS-B/GST-TACC3 binding, luminescence; TACC3 fragment carries E629A point mutation | actives 0.66% (n = 390,000);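 active = mean inhibition of replicates at least 50% and at least half of replicates each reaching 50%; inconclusive = half or more replicates reach 50% but mean below 50%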;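 note: 0% = complete ARNT plus TACC3 wells and 100% = ARNT alone without TACC3; many hits fall short of the cut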
# ERp5 inh: inhibitors of ERp5-driven insulin aggregation, primary screen, biochemical, turbidity, absorbance 650 nm, single point; Protein disulfide-isomerase A6 (Homo sapiens), Q15084; 90 min; inhibition, % at 9.99 µM; actives 0.05% (n = 350,000);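 active = mean replicate inhibition above about 25%, with every replicate also reaching it, limit read from the data, passing the limit was not always enough; inconclusive = only one of those two criteria met; inactive = neither criterion met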
# Target sequence (Q15084 whole entry, looked up): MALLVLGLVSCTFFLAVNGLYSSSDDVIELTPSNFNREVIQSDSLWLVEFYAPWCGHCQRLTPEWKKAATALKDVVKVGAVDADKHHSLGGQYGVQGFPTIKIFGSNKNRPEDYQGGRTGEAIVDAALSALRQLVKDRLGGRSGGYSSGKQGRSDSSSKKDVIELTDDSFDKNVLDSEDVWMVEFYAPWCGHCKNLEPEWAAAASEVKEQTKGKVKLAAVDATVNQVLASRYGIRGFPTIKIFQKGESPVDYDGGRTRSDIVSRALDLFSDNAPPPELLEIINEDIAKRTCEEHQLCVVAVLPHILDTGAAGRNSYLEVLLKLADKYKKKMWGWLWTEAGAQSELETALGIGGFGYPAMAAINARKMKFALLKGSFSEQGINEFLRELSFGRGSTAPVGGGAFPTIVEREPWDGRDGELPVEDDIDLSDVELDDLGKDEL
# Xi reactivation: activators of inactive X chromosome reactivation, primary screen, imaging, XiGFP fibroblasts, GFP high-content imaging, set 2; XiGFP mouse fibroblasts, % GFP-positive cells imaging, 3 d; cells co-treated with 5-aza-dC sensitizer; scaled so ellipticine positive control = 100%; activation, % at 7.58 µM; actives 0.055% (n = 360,000); AID 743238, 2013;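 active = mean normalized replicate activation at least 10% and every replicate at or above 10%; inconclusive = only one of the two criteria met; inactive = mean below 10% and not all replicates reach 10%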;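 note: 0% = median of on-plate neutral control wells and 100% = ellipticine 6 µM median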
#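 Material: XiGFP fibroblasts, SV40-immortalized; Buffer or medium: DMEM containing 5-aza-dC; Compound dosing: single point; Times: 3 days compound exposure.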
# EWS-Fli inh: EWS/Fli-driven NR0B1 reporter inhibitors, primary screen, A673 cells, NR0B1 luciferase, luminescence, MLPCN library; AID 651661, 2012; inhibition, % at 12.6 µM; viability-normalised; actives 0.67% (n = 350,000);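 active = mean inhibition of at least 50% after viability correction, with every replicate also passing that limit; inconclusive = mean reaches 50% but only one of two replicates passes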;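 note: firefly luciferase signal divided by Alamar Blue viability fluorescence both relative to DMSO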
# DENV2 CPE rescue: inhibitors of DENV2 cytopathic effect, primary screen, cell-based, plate reader, single concentration; DENV2-infected cells, cytopathic effect rescue; CPE inhibition, % at 9.99 µM; actives 1.7% (n = 350,000); AID 651640, 2012; in the data active = CPE inhibition above about 20%, passing the limit was not always enough; inconclusive = no clear call, values can overlap the other calls; tested in BHK-21 cells;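 note: 0% = median of neutral control wells and 100% = median of positive control wells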
# GSIS activator: GLuc luminescence reporter in INS-1E cells, primary screen for activators of glucose-dependent secretion of insulin | INS-1E GLuc reporter insulin secretion, 2-3 h | activation, % at 16.6 µM | actives 0.61% (n = 370,000) | AID 743287, 2014;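 active = lowest replicate activation of at least 40%, so every replicate reaches that level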;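 note: 0% = median of neutral control wells and 100% = median of IBMX positive control wells; some compounds called inactive have numbers as strong as hits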
# An asterisk follows results filed as active; ? = inconclusive; . = no result given.
SMILES,F508del corr,PAX8 reporter,ARNT TACC3 PPI,ERp5 inh,Xi reactivation,EWS-Fli inh,DENV2 CPE rescue,GSIS activator
COC(=O)c1cccc(NC(=O)c2cc(OC)c(OC)c(OC)c2Br)c1,.,2,.,3,0.1,4,4,11
COc1ccc(CCN(C)C(=S)NC(=O)c2ccc(F)cc2Cl)cc1OC,-1.9,17,0,5,0.0,13,4,39
CCCN1CCC(=O)N([C@H](CSc2ccc(C)cc2)CC(C)C)CC1,4.9,-145,-1,.,0.0,-125,.,-15
COc1cc2sc(NC(=O)c3ccco3)nc2cc1Cl,3.3,-181,1,2,-0.1,-104,10,7
C[C@@H]1CN([C@@H](C)CO)C(=O)c2c(c3ccccc3n2C)-c2ccccc2CO[C@@H]1CN(C)C(=O)Nc1ccc(F)cc1,-3.8,12,16,-3,-0.1,6,11,-11
CCCN1CCN(C(=O)c2ccccc2-c2nc3ccccc3s2)CC1,-2.8,-1,5,-1,0.1,2,5,16
C[C@@H]1CN([C@H](C)CO)C(=O)Cc2cc(NC(=O)C3CCCCC3)ccc2O[C@@H]1CN(C)C(=O)Nc1ccc(C(F)(F)F)cc1,-1.7,.,-5,1,0.0,-15,7,-19
Cc1ccccc1C(=O)NCC(=O)Nc1ccc(C)c(S(=O)(=O)N2CCCCCC2)c1,-2.7,8,0,-3,-0.1,.,16,4
CCOC(=O)N1CCC(N(CCN(C)C)C(=S)Nc2cccc(C)c2)CC1,.,-4,0,-2,-0.1,0,6,56
COc1cc(NC(=O)C2CC(c3ccccc3Cl)=NO2)cc(OC)c1OC (configuration not stated),-1.1,26,-3,2,0.0,-2,0,-29
O=C1COc2ccc(C(=O)CSc3ccccc3C(=O)O)cc2N1,2.6,5,-3,-2,0.1,9,-2,3
CC1CC1C(=O)OCC(=O)NC(=O)NC12CC3CC(CC(C3)C1)C2 (configuration not stated),-2.7,-93,-3,1,0.1,-36,1,-22
CO[C@H](CN(C)S(=O)(=O)c1ccccc1)[C@@H](C)CN(Cc1ccccc1Cl)[C@@H](C)CO,-2.5,.,29,1,0.0,8,0,14
O=C(NCCc1ccccc1)c1c(O)c2ccccc2[nH]c1=O,-0.2,-5,-2,0,0.0,-64,-1,-3
COc1ccc(NS(=O)(=O)c2ccc(C)c(C(=O)N(C)Cc3ccc(OC)cc3OC)c2)cc1,-1.9,8,-3,-2,0.0,12,0,-16
C[C@H]1CCCCO[C@H](CN(C)C(=O)Nc2ccc3c(c2)OCO3)[C@@H](C)CN([C@@H](C)CO)C(=O)c2cc(NC(=O)Cc3ccccc3)ccc2O1,2.0,1,-13,.,-0.5,-4,27*,-17
COc1ccc(S(=O)(=O)N2CCCC(C(=O)NCCc3ccccc3)C2)cc1 (configuration not stated),0.3,4,-1,7,1.7,4,-5,-27
O=C(N/N=C/C=C/c1ccccc1[N+](=O)[O-])c1cc(-c2cccnc2)nc2ccccc12,2.1,17,6,0,0.3,24,-4,1
CCCC(=O)NCCCc1nc2ccccc2n1C,-0.5,11,10,-6,0.1,-15,-6,-8
Cc1ccc(S(=O)(=O)N2CCC(=O)N(CCOC(=O)Nc3ccc(F)cc3)CC2)cc1,-6.0,8,-4,13,0.0,-11,-1,-1

# Quoted at random: four compounds from above, in no set order.
SMILES,F508del corr,PAX8 reporter,ARNT TACC3 PPI,ERp5 inh,Xi reactivation,EWS-Fli inh,DENV2 CPE rescue,GSIS activator
COc1ccc(NS(=O)(=O)c2ccc(C)c(C(=O)N(C)Cc3ccc(OC)cc3OC)c2)cc1,-1.9,8,-3,-2,0.0,12,0,-16
COC(=O)c1cccc(NC(=O)c2cc(OC)c(OC)c(OC)c2Br)c1,.,2,.,3,0.1,4,4,11
C[C@H]1CCCCO[C@H](CN(C)C(=O)Nc2ccc3c(c2)OCO3)[C@@H](C)CN([C@@H](C)CO)C(=O)c2cc(NC(=O)Cc3ccccc3)ccc2O1,2.0,1,-13,.,-0.5,-4,27*,-17
COc1ccc(CCN(C)C(=S)NC(=O)c2ccc(F)cc2Cl)cc1OC,-1.9,17,0,5,0.0,13,4,39

# Following part.
SMILES,F508del corr,PAX8 reporter,ARNT TACC3 PPI,ERp5 inh,Xi reactivation,EWS-Fli inh,DENV2 CPE rescue,GSIS activator
C[C@H]1CN([C@@H](C)CO)C(=O)c2cc(NC(=O)C3CCCCC3)ccc2O[C@H]1CN(C)Cc1ccncc1,-1.8,-14,13,-1,0.1,2,?,12
Cc1ccc(C(C)NC(=O)CSc2ccc(S(=O)(=O)N3CCOCC3)cn2)cc1C (configuration not stated),0.1,-3,.,0,-1.1,5,1,-7
COCC#Cc1cnc2c(c1)C(=O)N([C@@H](C)CO)C[C@H](C)[C@@H](CN(C)C(=O)Nc1ccccc1OC)O2,2.7,5,-3,-7,0.6,11,17,4
O=C(/C=C/Nc1ccc([N+](=O)[O-])cc1Br)c1cccc2ccccc12,.,-85,1,.,-0.1,.,.,-17
Cc1ccc(CNC(=O)C(=O)c2cn(CC(=O)N3CCOCC3)c3ccccc23)cc1,-0.1,-20,-2,5,-0.1,.,?,-7
CCCOC(=O)C(C)n1cnc2scc(-c3ccc(C)cc3)c2c1=O (configuration not stated),0.5,7,-9,0,0.1,4,-2,-21
CN(C)CCNC(=O)c1cc2sc3ccccc3c2s1,-4.3,-85,-2,-4,0.0,-18,.,17
CCNC(=O)C1(C)CCN(C(=O)C(c2ccccc2)c2ccccc2)C1 (configuration not stated),-1.5,2,.,-5,0.0,2,3,7
O=C(Cc1cccnc1)N[C@@H]1CC[C@@H](CCNS(=O)(=O)c2ccccc2Cl)O[C@H]1CO,0.0,.,-3,0,0.0,.,4,34
Cc1ccc(C)c(S(=O)(=O)NCC(=O)Nc2ccc3c(c2)OCO3)c1,3.9,2,.,-4,0.0,0,0,-7
CCOC(=O)c1c(CS(=O)(=O)c2ccccc2)n(C)c2cc(Br)c(O)c(CN(C)C)c12,-1.1,16,4,1,0.0,13,-5,1
C[C@H]1CN([C@@H](C)CO)S(=O)(=O)c2ccc(-c3ccccc3)cc2O[C@@H]1CN(C)Cc1cccnc1,3.1,20,10,.,0.1,2,2,0
COc1ccc(C(=O)Nc2cc(Cl)ccc2-n2cncn2)c(OC)c1OC,-2.1,35,-10,4,-0.1,-3,-5,.
CCCN1[C@@H]2c3ccc(-c4ccccc4F)c(=O)n3C[C@@H]2[C@@H](CO)[C@@H]1C(=O)N1CCN(C)CC1,.,-2,2,4,0.5,-5,5,0
Cc1nnc2ccc(-c3ccc(NC(=O)Cc4cccs4)cc3)nn12,-5.0,-20,-4,3,0.1,3,1,3
Cc1oc(-c2ccc3c(c2)OCCO3)cc1C(=O)NC(Cc1ccccc1)C(=O)O (configuration not stated),2.4,-10,-1,1,0.0,-11,0,-12
Cc1nn(C(C)C(=O)O)c(=O)c2ccccc12 (configuration not stated),-4.5,-1,-5,3,0.0,-4,4,7
COc1cc2cc(CCOC(=O)N3CCCCC3)oc(=O)c2cc1OC,0.4,-109,4,1,0.0,-3,-8,11
CN(C)CC(O)CN(c1ccccc1)c1ccccc1 (configuration not stated),2.5,-28,.,0,0.1,4,?,6
CNc1cc(-c2cc(OC)ccc2OC)ncn1,0.1,-14,.,7,-0.1,-15,6,9
C[C@H](O)C#Cc1ccc2c(c1)O[C@H](CN(C)Cc1cccnc1)[C@H](C)CN([C@@H](C)CO)S2(=O)=O,-2.7,.,-4,-2,-0.3,17,9,4
CN1C(=O)c2cc(NC(=O)Cc3cccs3)ccc2OC[C@@H]2O[C@H](CC(=O)NCc3ccc(-c4ccccc4)cc3)CC[C@@H]21,-6.6,49,0,-2,.,12,-6,.
Cc1csc(=O)n1CC(=O)OCC(=O)N(CC(C)C)c1c(N)n(Cc2ccccc2)c(=O)[nH]c1=O,-0.4,-2,1,-2,0.2,-2,2,3
COc1ccc(CN(CC(=O)NCc2ccc(F)cc2)C(=O)CCC(=O)Nc2ccccn2)cc1,2.1,6,.,2,0.0,6,1,10
CN(c1ccccc1)c1nc(N)c([N+](=O)[O-])c(NC2CCCCC2)n1,2.2,-1,1,7,0.2,12,1,39
O=C1C=C(N2CCCCC2)c2ccccc2C1=O,-4.8,87*,.,6,0.3,-2,-1,-34
Cc1cc(S(=O)(=O)NC[C@H]2O[C@@H](n3cnc4c(N)ncnc43)[C@H](O)[C@@H]2O)c(C)s1,2.6,-1,-2,5,0.4,5,11,15
O=C(CNC(=O)c1cccs1)OCC(=O)c1ccccc1Cl,-5.2,1,-2,4,0.0,4,0,-6
COc1ccccc1-c1ccc2c(c1)O[C@@H](CN(C)C(=O)Nc1ccccc1)[C@@H](C)CN([C@H](C)CO)S2(=O)=O,1.1,4,-7,3,-0.3,-5,-3,-13
COc1cccc(-c2ccc([C@H]3[C@H]4CN(C(=O)NC(C)C)CC(=O)N4[C@H]3CO)cc2)c1,1.3,-14,.,-3,0.3,2,3,-2
COC(=O)C1=C(NC(=O)COc2ccc(Cl)cc2Cl)CCS1,.,8,-7,4,-0.1,-10,-1,20
COc1ccccc1COCC(O)CNCCc1ccc(C(F)(F)F)cc1 (configuration not stated),-1.9,-5,-1,0,0.2,15,-5,-29
COc1cccc2sc3cc(NCCCN4CCOCC4)ccc3c(=O)c12,4.0,-40,3,0,-0.1,-134,4,20
Cc1ccc(NC(=O)c2ccccc2)cc1C,-1.2,-50,-3,8,-0.1,-62,4,4
C[C@@H]1CCCCO[C@H](CN(C)S(=O)(=O)c2ccc(Cl)cc2)[C@@H](C)CN([C@H](C)CO)C(=O)c2cc(NS(=O)(=O)c3cn(C)cn3)ccc2O1,-1.2,-3,-9,-2,-1.1,-12,-10,12
O=C(C[C@H]1C[C@@H]2c3cc(NC(=O)NC4CCCC4)ccc3O[C@@H]2[C@@H](CO)O1)NCCc1ccccc1,-2.2,10,-1,0,0.0,-1,2,16
O=C1NC[C@@H](CCCCN2C[C@H](Cc3ccccc3)N(CCc3ccc(O)cc3)C(=O)C2=O)N(CC2CCCCC2)C1=O,-0.5,5,.,0,0.1,-1,?,-6
Cc1nnc(NN)n(N)c1=O,-1.1,6,.,-8,0.3,4,-3,-3
CCOC(=O)C1CCN(Cc2cccc(Oc3ccc(Cl)cc3)c2)CC1,3.5,-11,-7,2,0.0,4,-2,-33
COc1cc(O)c(CCO)c2c1C(=O)C[C@@H](C)O2,-3.5,.,-3,4,.,1,?,-4
O=C(Cc1ccccn1)NCC[C@H]1CC[C@@H](NC(=O)Nc2ccc(F)cc2)[C@H](CO)O1,2.3,-1,1,0,-0.5,-4,-13,-6
CC1(C(=O)O)CCCN(C(=O)C2(c3ccc(Cl)cc3)CCCC2)C1 (configuration not stated),0.2,21,.,-6,0.1,2,0,.
Cc1cc2c(=O)oc(-c3ccc(F)cc3)nc2s1,1.1,-13,0,-1,4.3,-24,0,9
O=C(COC(=O)c1ccccc1O)Nc1ccc(N2CCOCC2)cc1,-4.5,-27,.,1,0.0,-12,.,-1
O=C(Nc1ccc2c(c1)[C@H]1C[C@@H](CC(=O)N3CCCCC3)O[C@H](CO)[C@H]1O2)NC1CCCCC1,-3.2,-1,.,2,0.0,-5,-6,8
CC1CN(CCc2ccccc2)c2nc3c(c(=O)n(C)c(=O)n3C)n2C1 (configuration not stated),-1.9,23,0,6,0.1,-3,-3,25
